# West Nile virus CPE: West Nile virus antiviral activity, cell-based, CPE readout (AID 1621) | CPE inhibition, % at 10 µM, or IC50 in µM where a hit was titrated | 0.02% of 290,000 active | West Nile virus-infected cells, CPE inhibition; higher % means a stronger effect; in the data active = a potency from the dose series; note: strong numbers were not always called active
# SIAH1 antagonists: blockers of Siah-1 interaction with plectin peptide – biochemical, fluorescence polarization, rhodamine-plectin, uHTS, primary screen (AID 1817). Siah-1 / rhodamine-plectin peptide fluorescence polarization; higher % means a stronger effect. displacement, % at 20 µM; hits with a dose series show IC50 in µM. 0.02% of 290,000 active;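 active = displacement of at least 50% at 20 µM, with a fluorescence ratio check between 0.3 and a set limit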;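 note: plate controls were Siah plus tracer with DMSO for no effect and tracer alone without Siah for full effect; strong numbers were not always called active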
# PhoP inhibition: PhoP-dependent GFP reporter repression – Salmonella Typhimurium, primary screen (AID 1863) | S. Typhimurium PhoP-regulated promoter GFP reporter, 4 h; higher % means a stronger effect | one-dose inhibition, % at 50 µM; IC50 in µM for titrated hits | 0.16% of 300,000 active;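 active = inhibition over 29.93%, a cutoff 3 SD above the screen mean, later confirmed by dose response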;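 note: 0% = low Mg2+ inducing control and 100% = high Mg2+ repressing control; strong numbers were not always called active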
# Starred values were filed as active, the others as inactive. Only part of the results is shown; count on the stated rates, not on these rows.
SMILES,West Nile virus CPE,SIAH1 antagonists,PhoP inhibition
COc1ccccc1OCC(=O)Nc1ccc(NC(=O)COc2ccccc2OC)cc1,0.2%,-4%,-1%
CC(C)Oc1ccc(CNC(=S)Nc2ccccc2)cc1Cl,-1.3%,5%,-1%
Cc1cc(C)cc(NC(=O)CCn2ccnc2)c1,-0.7%,5%,-1%
Cc1cc(=O)n2nc(N3CCCC(C(=O)NCc4ccc(Cl)cc4)C3)sc2n1 (stereo not given),-0.3%,12%,2%
Cc1cccc(NC(=O)COC(=O)CCCC2=NS(=O)(=O)c3ccccc3N2)c1,0.3%,9%,-4%
COCCN1C(=NCCCOC(C)C)N[C@@H](c2ccccc2)C(C(=O)OC)=C1C,-0.4%,-4%,-3%
COc1cccc(/C=C2\SC(=O)N(CCC(=O)N3CCCCC3CCO)C2=O)c1 (stereo not given),-1.1%,0%,-9%
COc1ccc(C(C(=O)NC2CCCCC2)N(C(=O)c2snc(C(N)=O)c2N)c2ccccc2OC)cc1 (stereo not given),-1.2%,3%,-2%
CC1(C)CC(=O)c2sc(NS(=O)(=O)c3ccc(Cl)cc3)nc2C1,-0.5%,5%,-6%
COc1ccccc1/C=C/c1onc(C)c1S(=O)(=O)N1CCC(C(=O)NC2CCCCCC2)CC1,0.6%,-3%,7%
CCS(=O)(=O)N1N=C(c2cccc(NS(C)(=O)=O)c2)CC1c1cccs1 (stereo not given),0.0%,1%,-3%
CCC(C)(C)NC(=O)C(c1ccc(OC)cc1)N(C(=O)CCC(=O)Nc1cc(C)on1)c1ccccc1OC (stereo not given),-0.7%,0%,4%
CC(NC(=O)c1ccc(S(=O)(=O)N(C)C)cc1)c1ccc(-n2ccnc2)cc1 (stereo not given),-0.8%,8%,3%
CCOc1ccc(N(C)C(=O)CCc2nnc3ccc(N4CCCCC4)nn23)cc1,-0.2%,11%,-3%
CCN(CC)CCn1c(=S)[nH]c2cc(C(=O)N3CC(C)CC(C)C3)ccc2c1=O (stereo not given),-0.5%,1%,-11%
CC1CCN(C(=O)C2CCN(S(=O)(=O)N3CCC4(CC3)OCCO4)CC2)CC1,-0.3%,-9%,3%
COc1cccc(C(=O)NNC(=O)C(=O)Nc2ccc(C)cc2)c1,-0.1%,3%,3%
O=C(Nc1ccccc1Cl)Nc1cccc2cccnc12,-0.7%,3%,-3%
CC(C)n1cc(CN2CCC(Oc3ccc(C(=O)N4CCCCC4)cc3)CC2)cn1,-0.6%,8%,2%
COc1ccc(OC)c(C(=O)N/N=C/c2ccccn2)c1,-0.2%,-6%,-5%
O=S(=O)(Nc1cccc(-n2cnnn2)c1)c1cccc(Cl)c1,0.7%,2%,-1%
COc1ccc(N(CC(=O)NCCSCc2ccccc2Cl)S(C)(=O)=O)cc1Cl,-1.1%,12%,-4%
CC(C)(C)c1ccc(-c2n[nH]c(=S)n2-c2ccccc2)cc1,0.3%,-1%,2%
COc1ccc(CN2CCN(Cc3ccccc3F)CC2)cc1OC,-1.0%,4%,4%
CCOc1ccc2ccccc2c1CNCCc1ccc(S(N)(=O)=O)cc1,0.8%,-1%,1%

# For convenience, some entries already given:
SMILES,West Nile virus CPE,SIAH1 antagonists,PhoP inhibition
O=S(=O)(Nc1cccc(-n2cnnn2)c1)c1cccc(Cl)c1,0.7%,2%,-1%
COc1ccc(N(CC(=O)NCCSCc2ccccc2Cl)S(C)(=O)=O)cc1Cl,-1.1%,12%,-4%
CC(C)(C)c1ccc(-c2n[nH]c(=S)n2-c2ccccc2)cc1,0.3%,-1%,2%
COc1ccc(CN2CCN(Cc3ccccc3F)CC2)cc1OC,-1.0%,4%,4%
CCOc1ccc2ccccc2c1CNCCc1ccc(S(N)(=O)=O)cc1,0.8%,-1%,1%

# Other records follow.
SMILES,West Nile virus CPE,SIAH1 antagonists,PhoP inhibition
COc1ccc(S(=O)(=O)NNC(=O)c2ccc([N+](=O)[O-])cc2)cc1,-0.4%,-4%,-6%
O=C(NC1CCN(c2ncccn2)CC1)c1ccccc1F,-0.1%,-2%,-1%
COc1cc2c(cc1OC)CN(C(=O)COc1ccccc1[N+](=O)[O-])CC2,0.1%,-4%,2%
O=C(O)c1cc(S(=O)(=O)Nc2ccc(OCc3ccccc3)cc2)ccc1Br,0.1%,6%,-8%
Cn1c(=O)c(C(=O)NNC(=O)c2ccccc2Br)c(O)c2ccccc21,1.4%,-9%,11%
O=C(CN(Cc1ccccc1)S(=O)(=O)c1ccc(Cl)cc1)NCC1CCCO1 (stereo not given),0.1%,1%,-4%
COc1ccc(C(=O)CN2C(=O)c3ccccc3S2(=O)=O)cc1Br,-0.3%,-2%,6%
Cc1ccc(N2C(=O)CC(N3CCN(c4ccc(F)cc4)CC3)C2=O)c(C)c1 (stereo not given),-1.3%,2%,2%
CCCCN(CC)CCNC(=O)c1cc2c(-c3ccccc3F)nn(C)c2s1,0.3%,3%,4%
CSc1ccc(CNC(=O)C2CCC(=O)N(Cc3cccc(F)c3)C2)cc1 (stereo not given),0.1%,0%,2%
CCn1cc(CN2CCC(C(=O)Nc3cccc(-c4cccc(Cl)c4)c3)CC2)cn1,-2.8%,0%,4%
Cc1ccc(Cl)cc1N1C(=O)CC(C)(C)CC1=O,0.3%,4%,9%
COc1ccccc1N1CCN(C2CC(=O)N(c3cccc(Br)c3)C2=O)CC1 (stereo not given),0.2%,-1%,-1%
O=C(NC1CC2CCCC(C1)N2C(=S)Nc1ccccc1Cl)C1CC1 (stereo not given),-0.8%,5%,2%
CC(C)(C)c1ccc(C(=O)NNC(=O)c2ccncc2)cc1,0.1%,3%,-8%
O=C(Nc1ccc(F)c(Cl)c1)c1cncs1,0.0%,-2%,8%
Brc1ccccc1/C=N/N1CCCCC1,-0.1%,-2%,-3%
O=C(N=C1SC2CS(=O)(=O)CC2N1CCc1ccccc1)C1CC1 (stereo not given),-0.7%,3%,-3%
O=C(CCCCl)Nc1nc(-c2ccc3c(c2)OCCO3)cs1,-0.2%,12%,3%
O=S(=O)(c1ccccc1)N1CCN(CCO)CC1,0.5%,2%,-2%
O=C(N/N=C(\c1ccccc1)c1ccccn1)c1ccccc1Cl,3.0%,6%,-6%
O=C(c1ccccc1)N1N=C(C(F)(F)F)CC1(O)c1ccccc1O (stereo not given),0.1%,-3%,4%
COCCN1C(=O)C(=O)/C(=C(/O)c2ccc(S(=O)(=O)N3CCOCC3)cc2)C1c1ccc(OC)c(OC)c1 (stereo not given),0.0%,6%,7%
CCC1(CC)NC(=O)N(CC(=O)N2CCN(S(=O)(=O)c3cccc(F)c3)CC2)C1=O,-0.3%,4%,0%
Cc1nnc(SCC(=O)NC2CCCCCC2)n1C,0.2%,-4%,2%

# A different layout for part of the listing above.
> Brc1ccccc1/C=N/N1CCCCC1
  West Nile virus CPE: -0.1% | SIAH1 antagonists: -2% | PhoP inhibition: -3%
> O=C(N=C1SC2CS(=O)(=O)CC2N1CCc1ccccc1)C1CC1 (stereo not given)
  West Nile virus CPE: -0.7% | SIAH1 antagonists: 3% | PhoP inhibition: -3%

# 4 of the entries above in order of the SIAH1 antagonists value, descending.
SMILES,West Nile virus CPE,SIAH1 antagonists,PhoP inhibition
O=C(O)c1cc(S(=O)(=O)Nc2ccc(OCc3ccccc3)cc2)ccc1Br,0.1%,6%,-8%
CCCCN(CC)CCNC(=O)c1cc2c(-c3ccccc3F)nn(C)c2s1,0.3%,3%,4%
CSc1ccc(CNC(=O)C2CCC(=O)N(Cc3cccc(F)c3)C2)cc1 (stereo not given),0.1%,0%,2%
O=C(Nc1ccc(F)c(Cl)c1)c1cncs1,0.0%,-2%,8%

# Next part
SMILES,West Nile virus CPE,SIAH1 antagonists,PhoP inhibition
C[C@H](NC(=O)C1CCN(C(=O)[C@H](Cc2ccccc2)NC(=O)OC(C)(C)C)CC1)C(=O)O,-0.2%,-4%,8%
CN(C)C(CNC(=O)c1ccc2ccccc2n1)c1ccccc1 (stereo not given),-0.4%,-3%,3%
CCC1CCCCN1CCCNC(=O)c1csc2c1CCCCC2 (stereo not given),-0.6%,-2%,-4%
CCOc1cc(CNC(=O)CCCn2c(=O)c3cccn3c3cccnc32)cc(OCC)c1OCC,-0.3%,6%,-4%
COC(=O)Cn1c2ccccc2c2nc3ccccc3nc21,0.3%,1%,-9%
CCOC(=O)C1CCN(C(=O)c2ccc3c(c2)NC(=O)/C(=C/c2ccccc2)S3)CC1,-0.1%,-4%,-4%
N#Cc1c(-c2ccccc2)nc(SCc2cccc(C(F)(F)F)c2)[nH]c1=O,-0.1%,2%,-7%
CN(C)CCCNC(=S)N(CCO)Cc1cc2cc3c(cc2[nH]c1=O)OCO3,-0.5%,-10%,5%
COc1ccccc1CC(=O)N1CCC(n2nccc2NC(=O)C2CCOC2)CC1 (stereo not given),0.1%,9%,-2%
Cc1ccc(Cl)cc1NC(=O)Cn1nc(-c2cccs2)ccc1=O,-1.7%,0%,3%
Cc1ccc(C(=O)Nc2cccc3cccnc23)cc1C,-1.1%,1%,-2%
O=C(c1ccc(Br)o1)N1CCN(C23CC4CC(CC(C4)C2)C3)CC1,-0.6%,-3%,-1%
Cc1ccccc1C(=O)Nc1ccnn1C1CCN(Cc2cccnc2)CC1,-0.9%,4%,3%
Cc1cnc(=O)[nH]c1SCc1ccc(C(F)(F)F)cc1,0.7%,7%,-7%
Cc1ccc(S(=O)(=O)N(C)C)cc1NC(=O)C(C)N(C)Cc1sccc1C (stereo not given),-1.2%,0%,6%
COc1ccc(CNc2ncnc3sccc23)cc1,-1.5%,-3%,9%
CN1CCN(c2ccc(NC(=S)NC(=O)c3cccc4c(Br)cccc34)cc2)CC1,-0.6%,2%,-5%
O=C(NCC1CCCO1)C1CCCN(S(=O)(=O)c2ccc(Cl)cc2)C1 (stereo not given),-0.6%,2%,-1%
CCN(CC(=O)Nc1ccc(NC(C)=O)cc1)CC(=O)Nc1ccc(Cl)c(Cl)c1,-0.5%,4%,5%
CC(=O)N1CCc2cc(Br)cc(S(=O)(=O)NCCCN(C)Cc3ccccc3)c21,-0.4%,2%,0%
COc1ccc(C(=O)Nc2ccccc2C(=O)NCc2ccco2)cc1,-0.8%,5%,-1%
CCOc1cc(Cl)c(S(=O)(=O)NCc2cccnc2)cc1Cl,-2.0%,2%,-1%
Cc1ccccc1N1CCN(Cc2ccc(Br)o2)CC1,-1.0%,1%,5%
CCOc1ccc(-c2nnc(NC(=O)Cc3ccc(OC)cc3)o2)cc1,0.8%,1%,-12%
CC(=O)c1cccc(NC(=O)C2COc3ccccc3O2)c1 (stereo not given),0.4%,5%,7%
# Remaining list, next part:
SMILES,West Nile virus CPE,SIAH1 antagonists,PhoP inhibition
C=CCN1CCN(C(=O)c2cc3c(s2)CCCC3)CC1,-0.8%,0%,5%
NC(=O)c1ccc(NC(=O)CNCc2ccccc2Cl)cc1,-0.1%,-4%,12%
O=C(Nc1cccc(F)c1)C1CCCN(c2cnccn2)C1 (stereo not given),-0.7%,10%,-6%
NC(=O)c1ccccc1NC(=O)CSc1cn[nH]n1,-0.3%,-2%,2%
C[C@]12CCC3C(CC[C@H]4CC(O)CC[C@]34C)C1CC/C2=N/O (stereo not given in full),1.6%,3%,4%
COCCn1c(COc2cccc(OC)c2)nnc1SCC(=O)NC1CCCC1,-0.5%,3%,12%
Cc1ccc(Sc2cnccc2C#N)cc1,-0.2%,-2%,-2%
CCOc1ccc(CCNC(=O)c2nccnc2C(=O)O)cc1OCC,-0.2%,1%,-5%
CS(=O)(=O)c1ccccc1C(=O)N(CCc1ccccc1)Cc1ccccc1,-0.8%,3%,0%
O=S(=O)(NNC(=S)NCC1CCCO1)c1cc(Cl)ccc1Cl (stereo not given),-0.1%,7%,6%
CN(C)S(=O)(=O)c1ccc(NC(=O)CN2C(=O)NC3(CCCC3)C2=O)cc1,-0.5%,3%,-2%
O=C(CCN1C(=O)C2C3CCC(C3)C2C1=O)OCC(=O)c1ccc(Cl)cc1 (stereo not given),-0.4%,2%,-6%
CCOc1ccccc1N(CC(=O)Nc1cccc2ccccc12)S(C)(=O)=O,-1.1%,3%,5%
COc1ccc(C)cc1NC(=O)C1CCCN(S(=O)(=O)c2ccc3c(c2)CCCN3C(C)=O)C1 (stereo not given),0.0%,-3%,-1%
CC(OC(=O)c1cccc(S(=O)(=O)N2CCCC2)c1)C(=O)c1ccccc1 (stereo not given),0.3%,-2%,2%
NS(=O)(=O)c1ccc(CCNC(=O)c2ccc(CS(=O)(=O)c3ccc(Br)cc3)o2)cc1,0.0%,-2%,4%
COc1ccc(S(=O)(=O)N2CCOC2CNC(=O)C(=O)NCc2ccncc2)cc1OC (stereo not given),-0.3%,1%,5%
CCc1c(C)nc2ncnn2c1Nc1ccccc1C,-2.0%,-5%,3%
CCc1ccc(N2CCN(S(=O)(=O)CC34CCC(CC3=O)C4(C)C)CC2)cc1 (stereo not given),-2.5%,1%,-5%
COc1ccccc1C(=O)Nc1ccccc1SC(=O)c1ccccc1OC,-2.2%,18%,-7%
Cc1cccc(OCC(=O)NCc2ccccc2)c1,0.0%,1%,2%
O=C(O)CCC(=O)Nc1ccc(S(=O)(=O)c2ccc(NC(=O)CCC(=O)O)cc2)cc1,0.1%,-1%,10%
C[C@H](NC(=O)[C@@H]1Cc2ccccc2CN1)C(=O)Nc1ccc2c(c1)OCCO2,0.0%,-1%,-1%
CC(C)Oc1ccc(C2NC(=O)c3ccccc3O2)cc1 (stereo not given),0.0%,6%,4%
Nc1ccc(S(=O)(=O)N2CCOCCOCCOCCOCCOCC2)cc1,-0.1%,-1%,-6%
O=C(NC12CC3CC(CC(C3)C1)C2)c1cccc([N+](=O)[O-])c1,-0.7%,-5%,7%
O=C(c1ccc2ccccc2c1)N1CCCC1,0.0%,-1%,7%

# High-throughput results as filed in PubChem BioAssay.
